# RAD54 branch: blocks human RAD54 Holliday junction branch migration | FAM/BHQ fluorescence | inhibition, % at 10.4 µM | 360,000 compounds, 0.14% hits | AID 602329;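 active = mean normalized replicate activity at least 40 and at least half of replicates scoring 40 or more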;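 note: 0% = median of neutral control wells and 100% = median of positive control wells; inhibitors cause a drop in the FAM fluorescence signal; in these data hits start at about 50%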
# Cneo AK release: Cryptococcus neoformans lysis via adenylate kinase release | C. neoformans lysis, adenylate kinase release luminescence, 4 h; normalised: neutral wells 0, clomiphene wells 100 | AID 651654 | 360,000 compounds, 0.2% hits | lysis activity, % at 15 µM;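 active = mean lysis activity across replicates of at least 80%, whatever share of replicates individually reach that level; inactive = mean lysis activity below 80%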
#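 read-out = cell lysis signal | test system = log-phase Cryptococcus neoformans yeast cells | input = cells at 5 × 10^6 per mL | medium = fresh YPD growth medium | signal = luminescent adenylate kinase detection reagent | timing = 4 h at 37 °C static, read 1 h later | dosing = single dose | controls = Clomiphene as positive lysis control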
# miR122 inh: blocks miR-122 activity in Huh7 sensor cells | Huh7 miR-122 Renilla luciferase sensor, 48 h; neutral wells = 0, positive control = 100 | activation (reporter increase), % at 12.5 µM | 340,000 compounds, 0.3% hits | AID 602342;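 active = mean replicate activation score at least 90 and every replicate individually at or above 90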;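 note: higher luciferase means less miR-122 activity so hits act as miR-122 inhibitors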
# E-selectin induc: induces E-selectin expression in human endothelial cells. P16581. HUVEC E-selectin immunofluorescence imaging; normalized: neutral wells 0, TNF-alpha wells 100. activation, % at 7.58 µM. 260,000 compounds, 0.37% hits;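 active = mean E-selectin-positive cell signal at least 10% of the positive control, reached in at least 60% of replicates, without over 20% cell loss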;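 note: in these data hits start at about 27%; measured in HUVEC primary endothelial cells; signal is the percent of cells scored E-selectin positive by PE staining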
#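 Test system – human umbilical vein endothelial cells (HUVEC), E-selectin induction · Input – 3,000 HUVEC seeded per well · Buffer or medium – EGM-2, gelatin · Compound dosing – single-point compound dose · Detection – immunofluorescence imaging · Measure – percent E-selectin-positive cells · Controls – TNF-alpha high, DMSO low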
# PglD DTNB: inhibitors of Campylobacter jejuni PglD acetyltransferase; purified PglD enzyme, DTNB colorimetric CoA detection; inhibition, % at 12.5 µM; 360,000 compounds, 0.098% hits; in the data active = inhibition above about 16%, passing the limit was not always enough; note: strong numbers were not always called active
# RAD52 inh: inhibitors of human RAD52 DNA annealing; P43351; recombinant RAD52 DNA annealing, FRET fluorescence; inhibition, % at 18.7 µM; 360,000 compounds, 0.46% hits;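 active = every replicate showing at least 50% inhibition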
# Target sequence (P43351 whole entry, looked up): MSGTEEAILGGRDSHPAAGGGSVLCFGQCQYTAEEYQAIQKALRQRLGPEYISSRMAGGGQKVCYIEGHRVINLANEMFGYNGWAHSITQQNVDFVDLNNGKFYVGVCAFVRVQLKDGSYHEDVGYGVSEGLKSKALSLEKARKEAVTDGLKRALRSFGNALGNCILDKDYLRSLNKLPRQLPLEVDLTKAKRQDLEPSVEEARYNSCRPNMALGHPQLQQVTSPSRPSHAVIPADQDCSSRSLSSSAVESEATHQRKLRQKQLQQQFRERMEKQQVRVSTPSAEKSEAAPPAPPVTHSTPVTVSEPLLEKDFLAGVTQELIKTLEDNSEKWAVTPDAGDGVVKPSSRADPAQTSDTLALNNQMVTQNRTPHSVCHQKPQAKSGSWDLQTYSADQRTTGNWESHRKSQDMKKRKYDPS
# PGC1a acetyl inh: PGC1a acetylation modulation, inhibitor mode. 350,000 compounds, 0.17% hits. AID 651687. inhibition, % at 15.6 µM. U2OS PGC1a acetylation, AlphaScreen anti-acetyl-lysine; with virally co-expressed GCN5 acetyltransferase;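 active = every replicate shows inhibition of at least 40%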;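 note: 0% = neutral control wells and 100% = positive control wells; some results beyond the cut were filed as inactive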
# ERAP1 inh: blocks human ERAP1 aminopeptidase activity. Q9NZ08. 340,000 compounds, 0.15% hits. inhibition, % at 10.7 µM. AID 652197. recombinant ERAP1, Leu-AMC fluorescence, 60 min;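 active = mean replicate inhibition of at least 30%, or all replicates individually reaching that 30% level; inactive = mean below 30% and not every replicate reaching it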;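 note: 0% = neutral control wells and 100% = L-leucinethiol positive control wells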
# An asterisk follows results filed as active; / = no result given; & = joins results of further samples; [ ] = another dose, or the depositor's remark.
# Abbreviations – A = RAD54 branch; B = Cneo AK release; C = miR122 inh; D = E-selectin induc; E = PglD DTNB; F = RAD52 inh; G = PGC1a acetyl inh; H = ERAP1 inh
CC(C)NC(=O)CN(CCc1ccccc1)S(C)(=O)=O
  A = 7	B = 0	C = -5	D = /	E = -4	F = /	G = 4	H = /
Cc1c(/C(O)=C2/C(=O)C(=O)N(CCN3CCOCC3)C2c2cccs2)cnn1-c1ccccc1 (stereo not given)
  A = 5	B = -6	C = 21	D = /	E = -10	F = /	G = -15	H = /
CCOc1ccc(NC(=O)CCCCCN2C(=O)[C@@H]3Cc4ccccc4CN3C2=O)cc1
  A = /	B = /	C = 2	D = 0.0	E = /	F = -17	G = 0	H = -3
O=C(c1cccc(Cl)c1)N(Cc1ccco1)C1CCS(=O)(=O)C1 (stereo not given)
  A = -12	B = -4	C = -5	D = 0.4	E = -4	F = -16	G = -21	H = 4
CCN1C(=O)[C@H]2[C@@H](c3ccc(OC)cc3)N[C@]3(CCCN(Cc4ccc(C)cc4)C3=O)[C@H]2C1=O
  A = -4	B = 0	C = -3	D = -0.2	E = 1	F = -5	G = 5	H = 8
COc1ccc(-c2cccc(C(=O)NCC(=O)O)c2)cc1
  A = 7	B = 0	C = 2	D = /	E = 2	F = -4	G = 2	H = -2
COc1ccc(S(=O)(=O)Nc2ccc3c(c2)CC(=O)N([C@@H](C)CO)C[C@@H](C)[C@H](CN(C)Cc2ccc(Oc4ccccc4)cc2)O3)cc1
  A = 0	B = -4	C = -29[16.7 µM]	D = 0.0	E = -1	F = 31	G = -12	H = 1
Clc1cccc(CSc2nnc(-c3ccccn3)n2Cc2ccco2)c1
  A = -4	B = 3	C = 0	D = /	E = 3	F = /	G = -13	H = /
CC(C)CN(C(=O)Cn1c(Cl)nc2c1c(=O)n(C)c(=O)n2C)C1CCS(=O)(=O)C1 (stereo not given)
  A = -12	B = 1	C = -13	D = -1.7	E = -2	F = 2	G = 3	H = -5
COc1ccc2ccccc2c1CN1CCN(C(=O)c2ccccc2)CC1
  A = 0	B = 4	C = -2	D = /	E = 1	F = /	G = 10	H = /
COc1ccc(NC(=O)NCc2ccccn2)cc1
  A = -3	B = -2	C = 8	D = /	E = 1	F = /	G = -8	H = /
CC1(C)CC(NC(=O)COc2ccc3ccc(=O)oc3c2)CC(C)(C)N1
  A = -2	B = 6	C = 11	D = 2.2	E = -2	F = -16	G = 4	H = -3
C[C@@H]1CN([C@@H](C)CO)C(=O)c2cc(NC(=O)C3CC3)ccc2O[C@H]1CN(C)C(=O)Nc1ccccc1
  A = 2	B = -4	C = -4[16.7 µM]	D = 1.8	E = -2	F = -3	G = /	H = 0
CN1C(=O)c2cc(NC(=O)c3cccs3)ccc2OC[C@H]2O[C@@H](CC(=O)O)CC[C@H]21
  A = 2	B = -6	C = -15[16.7 µM]	D = 0.0	E = -1	F = -5	G = 5	H = 3
CC(C)C#Cc1cnc2c(c1)C(=O)N([C@@H](C)CO)C[C@@H](C)[C@H](CN(C)C(=O)c1cccnc1)O2
  A = -2	B = 2	C = 11[16.7 µM]	D = -0.1	E = 5	F = 9	G = 0	H = 0
CC1CN(c2ccc([N+](=O)[O-])c(NCCOc3ccccc3)c2)CC(C)N1 (stereo not given)
  A = 12	B = -3	C = 3	D = 2.7	E = -10	F = 3	G = -11	H = 12
O=C(Nc1ccc(C2=CN(Cc3ccccc3)CCC2=O)cc1)OCc1ccccc1
  A = 4	B = 3	C = -2	D = 1.0	E = 1	F = -3	G = 11	H = 1
CCOc1ccc(NC(=O)CSc2nnnn2CC(=O)O)cc1
  A = -6	B = -1	C = 6	D = /	E = 5	F = /	G = 13	H = /
COc1ccc(C(C)(C)C)cc1NC(=O)c1ccc[n+]([O-])c1
  A = -8	B = 2	C = /	D = 0.5	E = -8	F = -5	G = /	H = -4
O=C(CCN1C(=O)/C(=C/c2ccccc2Cl)SC1=S)Nc1cccnc1
  A = -13	B = 7	C = -8	D = 3.7	E = -2	F = -23	G = -1	H = 2
COc1ccc(Cl)cc1NC(=O)Nc1ccc(C(=O)N2CCOCC2)cc1
  A = 1	B = -2	C = /	D = /	E = 2	F = -3	G = -5	H = -1
C[C@@H](NC(=O)C[C@@H]1C=C[C@H](NC(=O)Cc2ccccn2)[C@@H](CO)O1)c1ccccc1
  A = 4	B = 0	C = /	D = 0.9	E = 5	F = -6	G = 5	H = -1
Cc1c(NC(=O)C2CCN(S(=O)(=O)c3ccc(Cl)cc3)CC2)c(=O)n(-c2ccccc2)n1C
  A = 5	B = -3	C = 3	D = /	E = 1	F = /	G = 5	H = /
O=C1CNC[C@H]2[C@H](c3ccc(C#CC4CCCCC4)cc3)[C@H](CO)N12
  A = /	B = /	C = /	D = -0.2	E = /	F = -18	G = 0	H = -7
CCOc1ccc(S(=O)(=O)Nc2ccc(C(=O)NCC(c3ccc(OC)cc3)N3CCOCC3)cc2)cc1 (stereo not given)
  A = 3	B = -2	C = 8	D = -0.4	E = -3	F = -31	G = -2	H = -4

# Reformatted as tab-separated lines: entries from further up.
SMILES	RAD54 branch	Cneo AK release	miR122 inh	E-selectin induc	PglD DTNB	RAD52 inh	PGC1a acetyl inh	ERAP1 inh
CN1C(=O)c2cc(NC(=O)c3cccs3)ccc2OC[C@H]2O[C@@H](CC(=O)O)CC[C@H]21	2	-6	-15[16.7 µM]	0.0	-1	-5	5	3
Clc1cccc(CSc2nnc(-c3ccccn3)n2Cc2ccco2)c1	-4	3	0	/	3	/	-13	/
CCOc1ccc(S(=O)(=O)Nc2ccc(C(=O)NCC(c3ccc(OC)cc3)N3CCOCC3)cc2)cc1 (stereo not given)	3	-2	8	-0.4	-3	-31	-2	-4

# (more compounds)
# Abbreviations – A = RAD54 branch; B = Cneo AK release; C = miR122 inh; D = E-selectin induc; E = PglD DTNB; F = RAD52 inh; G = PGC1a acetyl inh; H = ERAP1 inh
COc1cc(OC)cc(-c2c(C#Cc3ccsc3)c3cc(-c4ccc5c(c4)OCO5)ccc3n2C)c1
  A = -20	B = -2	C = 1	D = 0.0	E = 0	F = -274	G = -5	H = /
Cc1noc(C)c1NC(=O)N1C[C@H](O)COC[C@H]2O[C@@H](CC(=O)NCC3CCCCC3)CC[C@@H]21
  A = 6	B = -1	C = -4[16.7 µM]	D = 0.1&0.0	E = -1	F = -7&-3	G = 0	H = 1&-3
O=C(c1cccc(S(=O)(=O)Nc2ccc(F)cc2)c1)N1CCOCC1
  A = -9	B = -1	C = 8	D = 0.8	E = 1	F = -4	G = -6	H = 1
Cc1csc2c(=O)n3c(nc12)CCCCC3
  A = 3	B = 5	C = -8	D = /	E = -5	F = /	G = -20	H = /
CC(C)C1C(C#N)=C(N)Oc2n[nH]c(-c3ccccc3)c21 (stereo not given)
  A = 19	B = -1	C = 2	D = /	E = 6	F = /	G = -2	H = /
O=C(C[C@@H]1CC[C@H]2[C@@H](COC[C@H](O)CN2Cc2cc(F)ccc2F)O1)N1CCc2ccccc2C1
  A = -8	B = -1	C = -1[16.7 µM]	D = 0.0	E = 0	F = -2	G = 2	H = 1
Cc1ccccc1-c1ccc([C@H]2[C@H]3CN(C(=O)Nc4ccc(F)cc4)CCCCN3[C@H]2CO)cc1
  A = 12	B = 44	C = -28[16.7 µM]	D = -0.1	E = 2	F = -9	G = -2	H = 2
CC1CCN(C(=O)c2[nH]cnc2C(=O)N(C)Cc2ccccc2)CC1
  A = 1	B = 0	C = /	D = 0.1	E = -5	F = -30	G = /	H = -3
CCCCn1c(O)c(N=Nc2ccccc2O)c2ccccc21
  A = -1	B = 1	C = 5	D = -0.2	E = -5	F = -49	G = -10	H = -3
CCCN(C(=O)c1cn(-c2ccccc2)nc1-c1ccc(OC)cc1)C1CCS(=O)(=O)C1 (stereo not given)
  A = -1	B = -6	C = /	D = 0.0	E = 1	F = 8	G = /	H = -5
C=CCN(c1ccccc1Cl)S(=O)(=O)c1cccc(C(=O)NCCc2ccc(OC)cc2)c1
  A = -2	B = 3	C = 8	D = /	E = -4	F = /	G = 1	H = /
COc1ccccc1OCCSc1nnnn1-c1ccc(C)cc1
  A = -2	B = -4	C = 10	D = 0.4	E = -2	F = -2	G = -11	H = -1
COc1ccccc1C(=O)NCCC(=O)NCCOc1ccc(C)cc1
  A = -2	B = 0	C = -6	D = -0.2	E = -1	F = 0	G = -3	H = -4
COCCCNC(=O)c1ccccc1N(Cc1ccccc1)S(=O)(=O)c1ccc(OC)cc1
  A = -7	B = -2	C = 18	D = -0.1	E = 3	F = -3	G = -7	H = 5
Cc1ccc(P(=O)(CC(=O)O)c2ccc(C)cc2)cc1
  A = 0	B = -5	C = 3	D = /	E = 0	F = /	G = -4	H = /
COC(=O)[C@@]1(Cc2ccc(OC)cc2)[C@H]2c3cc(C(=O)N(C)C)n(Cc4c(CO)[nH]cc(C)c4=O)c3C[C@H]2CN1C(=O)c1ccccc1
  A = -8	B = 3	C = /	D = 0.8	E = -2	F = -12	G = /	H = /
O=C(CN1C(=O)NC2(CCCCCCC2)C1=O)NCc1ccc(F)cc1
  A = 10	B = 0	C = -1	D = 0.3	E = 1	F = -13	G = 0	H = -2
COc1ccc(/C=N/NC(=O)CO/N=C(\C)c2cccs2)cc1
  A = 6	B = -1	C = -7	D = /	E = 5	F = /	G = -1	H = /
N#Cc1ccc(C(=O)Nc2nc3ccccc3[nH]2)cc1
  A = 11	B = 12	C = 4	D = /	E = 15	F = -3	G = -2	H = 4
CC(C)C(Cl)=NOC(=O)Nc1ccc(S(N)(=O)=O)cc1
  A = /	B = /	C = -3	D = -0.6	E = /	F = -1	G = 44	H = 0
CCCC(=O)N1CC2(C1)CN(C(=O)Cc1ccccn1)[C@H](CO)c1[nH]c3cc(OC)ccc3c12
  A = /	B = /	C = /	D = -0.3	E = /	F = 5	G = -2	H = -5

# An excerpt from above with just RAD52 inh:
Compound | RAD52 inh
Cc1noc(C)c1NC(=O)N1C[C@H](O)COC[C@H]2O[C@@H](CC(=O)NCC3CCCCC3)CC[C@@H]21 | -7&-3
O=C(c1cccc(S(=O)(=O)Nc2ccc(F)cc2)c1)N1CCOCC1 | -4
